PAD4 FP inh: PAD4 (human) enzyme inhibition; recombinant PAD4, RCA probe fluorescence polarization; inhibition, % at 6.36 µM; hit rate 0.41% among 330,000; AID 485272;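 active = percent inhibition above a cutoff equal to the mean of all tested compounds plus 3 SD, cut at about 15% in these data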;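 also: 0% = PAD4 with RCA probe and DMSO and 100% = probe without PAD4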
PAFAH1B3 FP inh: PAFAH1B3 (human) inhibition; Q15102; recombinant PAFAH1B3, FP-rhodamine probe, fluorescence polarization; inhibition, % at 3.39 µM; hit rate 0.28% among 340,000; AID 492972;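 active = inhibition above the screen-wide average of all tested compounds plus 3 SD, cut at about 25% in these data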;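 also: 0% = enzyme with DMSO only and 100% = wells lacking PAFAH1B3 protein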
Target sequence (Q15102 whole entry, looked up): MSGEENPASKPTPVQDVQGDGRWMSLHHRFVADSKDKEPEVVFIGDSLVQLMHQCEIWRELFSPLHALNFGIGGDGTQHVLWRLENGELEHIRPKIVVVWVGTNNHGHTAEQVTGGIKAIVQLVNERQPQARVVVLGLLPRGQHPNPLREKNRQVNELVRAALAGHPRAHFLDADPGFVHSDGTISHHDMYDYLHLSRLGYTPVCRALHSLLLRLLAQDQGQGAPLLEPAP
pPAFAH FP inh: pPAFAH (human) enzyme inhibition; hit rate 1.5% among 330,000; inhibition, % at 3.39 µM; AID 463082; recombinant pPAFAH, FP-rhodamine probe fluorescence polarization;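 active = inhibition above the mean inhibition across the screen plus 3 SD, cut at about 25% in these data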;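 also: inhibitors block binding of the rhodamine activity-based probe so polarization drops; 0% = enzyme with DMSO and 100% = wells lacking pPAFAH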
PAFAH2 FP inh: inhibitors of human PAFAH2; inhibition, % at 3.39 µM; recombinant PAFAH2, FP-rhodamine activity probe, fluorescence polarization; Q99487; hit rate 0.99% among 340,000;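 active = inhibition above the mean over all tested compounds plus 3 SD, cut at about 30% in these data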;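 also: inhibitors block probe labeling of enzyme so polarization drops; 0% = enzyme with DMSO and 100% = wells lacking PAFAH2 protein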
LYPLA2 inh: blocks human lysophospholipase 2, a PME1 counter-screen. O95372. recombinant LYPLA2, FP-Rh probe fluorescence polarization. inhibition, % at 5.9 µM. hit rate 0.38% among 320,000;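 active = inhibition above the screen-wide mean plus 3 SD, limit set per campaign, cut at about 26% in these data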;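 also: 0% = LYPLA2 with DMSO and 100% = wells lacking LYPLA2 enzyme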
Target sequence (O95372 whole entry, looked up): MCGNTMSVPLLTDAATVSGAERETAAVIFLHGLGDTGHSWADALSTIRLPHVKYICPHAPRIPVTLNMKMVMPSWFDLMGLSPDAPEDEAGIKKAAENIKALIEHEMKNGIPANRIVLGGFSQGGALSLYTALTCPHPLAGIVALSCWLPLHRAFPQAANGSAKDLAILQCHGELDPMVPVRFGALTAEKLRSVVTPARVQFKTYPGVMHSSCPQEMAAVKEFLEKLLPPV
PAFAH1B2 inh: PAFAH1B2 (human) inhibition. AID 492953. recombinant PAFAH1B2, FP-rhodamine activity probe, fluorescence polarization. inhibition, % at 3.39 µM. hit rate 1.2% among 340,000. P68402;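 active = inhibition above the mean of all tested compounds plus 3 SD, cut at about 24% in these data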;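 also: 0% = enzyme with DMSO and 100% = wells lacking PAFAH1B2; many of its hits are not listed in these tables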
LYPLA1 counter: LYPLA1 (human) inhibition in PME1 counter-screen | inhibition, % at 5.9 µM | recombinant LYPLA1, FP-Rh probe fluorescence polarization | hit rate 0.16% among 320,000 | AID 2174;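 active = inhibition above the mean of all tested compounds plus 3 SD, set per campaign, cut at about 14% in these data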;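 also: inhibitors block serine hydrolase probe labeling of LYPLA1 so polarization falls; 0% = enzyme with DMSO and 100% = wells lacking LYPLA1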
Target sequence (O75608 whole entry, looked up): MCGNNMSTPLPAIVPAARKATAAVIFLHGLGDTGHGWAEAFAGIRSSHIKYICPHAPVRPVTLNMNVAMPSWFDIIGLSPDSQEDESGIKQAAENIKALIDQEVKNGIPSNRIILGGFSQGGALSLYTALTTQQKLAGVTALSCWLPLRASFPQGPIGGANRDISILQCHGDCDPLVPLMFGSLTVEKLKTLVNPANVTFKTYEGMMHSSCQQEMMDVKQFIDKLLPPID
PREPL inh: inhibitors of human prolyl oligopeptidase-like enzyme PREPL; hit rate 0.68% among 320,000; AID 2751; inhibition, % at 5.96 µM; Q4J6C6; recombinant PREPL, fluorescence polarization activity-based probe; in the data active = inhibition above about 43%;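 also: 0% = enzyme with DMSO and 100% = wells lacking enzyme; many of its hits are not listed in these tables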
GSTO1 counter: blocks human GSTO1 in RBBP9 counter-screen; inhibition, % at 5.96 µM; recombinant GSTO1, activity-based probe fluorescence polarization; P78417; AID 1974; hit rate 1.1% among 300,000;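 active = inhibition above the campaign mean inhibition plus 3 SD, cut at about 35% in these data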;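 also: 0% = GSTO1-1 with DMSO and 100% = wells lacking GSTO1-1 enzyme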
Target sequence (P78417 whole entry, looked up): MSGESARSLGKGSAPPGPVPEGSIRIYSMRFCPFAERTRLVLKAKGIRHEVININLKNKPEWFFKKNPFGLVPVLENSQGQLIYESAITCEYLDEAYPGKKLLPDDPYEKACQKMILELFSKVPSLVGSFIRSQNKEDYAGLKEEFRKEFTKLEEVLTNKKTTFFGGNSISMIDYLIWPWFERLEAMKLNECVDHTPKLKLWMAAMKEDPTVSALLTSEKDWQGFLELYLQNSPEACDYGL
* marks the source's active call; other numbers are inactive results; · = not tested or not shown. An excerpt, so the mix of outcomes need not match the whole.

SMILES	PAD4 FP inh	PAFAH1B3 FP inh	pPAFAH FP inh	PAFAH2 FP inh	LYPLA2 inh	PAFAH1B2 inh	LYPLA1 counter	PREPL inh	GSTO1 counter
CC(=O)Nc1ccc(NC(=O)COC(=O)c2ccc([N+](=O)[O-])o2)cc1	-11.6	3.4	3.5	0.5	·	-2.0	·	12.6	·
O=C(Nc1cccc2ccccc12)N1CCN(c2ncccn2)CC1	1.7	0.4	6.5	-0.2	-2.8	0.3	-0.1	3.0	11.2
O=C(CCN1C(=O)C2CCCCC2C1=O)NNC(=O)c1cccc(Cl)c1 (stereo unspecified)	-3.1	11.8	-8.0	-3.8	5.5	-1.1	5.2	9.9	0.4
O=C(CNc1cccc(S(=O)(=O)N2CCCCC2)c1)Nc1cccc(F)c1	-2.4	5.6	4.6	4.0	7.0	2.9	2.5	1.4	8.4
CCO/C(C)=N/n1c2nc3ccccc3nc2c2c(=O)n(C3CCCC3)c(C)nc21	-2.7	7.3	1.4	3.4	-2.7	5.0	-0.7	18.3	-0.9
COc1ccccc1N1CCN(Cc2ccc(OC)c(OC)c2OC)CC1	-0.4	1.5	4.1	6.5	-0.9	3.1	2.2	3.9	0.6
NCC1CCC(C(=O)Oc2ccc(CCC(=O)O)cc2)CC1 (stereo unspecified)	-3.9	8.1	3.0	-13.0	1.4	-2.8	-1.4	10.6	2.6
CN1CCN(C(=O)c2cccc(-c3cc(O)c4ncccc4c3)c2)CC1	-1.1	14.7	4.0	2.4	·	4.6	·	23.5	·
CCOC(=O)N1CCN(C/C(Cl)=C/c2ccccc2)CC1	0.2	5.5	1.0	2.3	3.2	-1.5	-1.4	22.4	-0.9
Cc1ccccc1C(=O)Nc1ccc2c(c1)C(=O)NC2=O	-4.8	-1.7	-3.2	1.5	6.5	-2.9	1.0	7.6	4.8

The last two compounds of the section before come first, to join the parts:
SMILES	PAD4 FP inh	PAFAH1B3 FP inh	pPAFAH FP inh	PAFAH2 FP inh	LYPLA2 inh	PAFAH1B2 inh	LYPLA1 counter	PREPL inh	GSTO1 counter
CCOC(=O)N1CCN(C/C(Cl)=C/c2ccccc2)CC1	0.2	5.5	1.0	2.3	3.2	-1.5	-1.4	22.4	-0.9
Cc1ccccc1C(=O)Nc1ccc2c(c1)C(=O)NC2=O	-4.8	-1.7	-3.2	1.5	6.5	-2.9	1.0	7.6	4.8
O=C(Cc1ccc(Cl)cc1)NCC(=O)N1CCCCC1	-0.4	7.2	3.6	-1.1	5.1	11.1	-0.1	-0.2	12.1
COc1cc(NC(=O)c2cc(C)nc3ccccc23)cc(OC)c1	-2.8	1.9	-0.6	0.6	-0.7	6.5	0.3	4.8	-3.6
Cc1cc(C)cc(NC(=S)N2CCN(C(=O)c3ccco3)CC2)c1	-0.9	7.6	2.6	6.0	11.1	1.0	-0.1	-10.9	-4.5
Cc1nn(C)c(C)c1NC(=O)COc1ccccc1C#N	0.7	11.0	3.9	2.6	·	-2.9	·	10.4	·
COc1cc2c(cc1OC)CN(S(=O)(=O)c1ccc3c(c1)OCCO3)CC2	1.5	6.4	0.6	1.9	6.4	6.2	2.0	3.5	-1.0
CCc1nnc(NC(=O)[C@@H](NC(=O)c2ccc(C(C)(C)C)cc2)C(C)C)s1	-5.1	-3.5	3.2	0.9	11.9	-2.1	-2.3	-3.2	1.7
CC(C)(C)c1cc(CCC(=O)NCc2ccncc2)cc(C(C)(C)C)c1O	6.1	5.3	5.3	1.4	9.0	-2.4	0.9	1.1	1.9
CC1(C)CC(NC(=O)CCc2ccccc2)CC(C)(C)N1	-4.0	-3.9	0.2	-2.9	-1.5	5.4	-0.6	12.4	3.3
CCn1c(CC(=O)Nc2ccccc2Cl)nnc1SCC(=O)NC1CCCC1	0.2	-1.1	7.8	-2.6	4.4	2.2	2.5	1.9	2.8
C=CCc1cccc(/C=N/c2ncn[nH]2)c1O	-2.9	2.3	-2.4	-4.6	8.0	-4.3	-1.2	18.0	1.4
COc1ccc(CN2CC(=O)N(c3ccc(C)c(C)c3)C2=S)cc1OC	-4.2	-2.4	3.1	-1.6	-0.9	1.4	2.2	13.7	9.1
COc1ccc(-c2sc3ccc(N4CCOCC4)cc3c2C#Cc2ccsc2)cc1	-7.1	-1.8	27.6*	4.0	·	-1.1	·	34.8	·
O=C(NC(Cc1ccc(O)cc1)C(=O)O)c1ccco1 (stereo unspecified)	-1.1	3.4	6.3	-1.6	2.8	6.7	-0.9	4.8	-0.2
N#Cc1ccccc1S(=O)(=O)Nc1ccc2c(c1)C(=O)OC2	1.8	2.0	-1.3	-9.0	7.7	-5.2	4.9	-3.5	7.3
CC(C)c1ccc(NC(=S)NC2CC3C=CC2C3)cc1 (stereo unspecified)	-3.3	5.0	0.4	-4.4	-3.4	1.7	-4.7	3.4	0.9
Cc1ccc(C)c(N2CCN(S(=O)(=O)c3ccc4c(c3)CC(=O)N4C)CC2)c1	3.0	-0.2	-1.2	6.8	-1.5	-1.7	-4.7	4.4	-7.8
COCc1ccccc1C1=CC(=O)C[C@H](c2ccc(F)cc2)C1	-1.2	15.0	5.8	8.3	6.0	-3.3	0.4	10.0	·
Cc1cc(=O)[nH]c(SCC(=O)NC(C)C2CC3CCC2C3)c1C#N (stereo unspecified)	-0.3	-0.2	22.6	8.5	4.3	18.2	0.0	-0.8	5.2
O=C(CCNc1n[nH]c(=O)[nH]c1=O)N/N=C\c1cccc(OCc2ccccc2)c1	-2.2	·	5.7	·	5.0	·	-2.2	11.6	2.3
CSc1ccc(/C=C/C(=O)c2c(O)cc(C)oc2=O)cc1	-5.3	5.5	19.4	6.8	-13.2	7.8	-10.6	3.1	-8.4
CCOC(=O)c1c(-c2cccc([N+](=O)[O-])c2)csc1N	-4.5	2.2	3.7	5.2	-5.2	1.8	-2.6	13.6	2.2
COC(=O)c1sc(=S)n(-c2cccc(Cl)c2)c1N	-0.8	11.1	1.6	5.8	10.2	3.9	5.8	7.9	-2.5
O=C(CSc1nnc(-c2ccco2)n1CC1CCCO1)N1CCCCC1 (stereo unspecified)	-1.5	5.4	9.8	-5.8	8.7	0.5	-0.4	2.6	1.3
CCO[C@@H]1OC(C(=O)N2CCOCC2)=C[C@H](c2coc3ccccc3c2=O)[C@H]1CCCO	-0.9	1.4	2.3	-5.1	-7.4	-3.5	1.6	5.7	2.8
Cc1ccc(S(=O)(=O)Nc2ccccc2-c2ccccc2)cc1	-14.5	1.3	0.7	-0.9	-17.5	16.4	-8.3	-49.2	8.7
CC(=O)c1cc(N2CCC(C(=O)O)CC2)ccc1[N+](=O)[O-]	-0.5	·	3.0	·	2.3	·	3.5	19.9	-1.7
c1ccc(CCNc2nc(-c3cccnc3)cs2)cc1	0.4	-4.0	6.8	4.7	2.4	9.0	-1.2	48.7*	4.8
O=S(=O)(c1ccc2ccccc2c1)N1CCCOC1	-8.3	-3.5	-2.0	-6.8	2.6	-1.1	2.7	-1.4	-4.2
c1csc(-c2nnc3ccccn23)c1	1.3	0.6	-1.0	0.6	2.5	6.9	-4.2	-0.6	-2.5
O=C1CCCN1CC(O)CS(=O)(=O)c1ccccc1 (stereo unspecified)	-2.0	2.7	3.6	1.7	0.1	3.1	3.3	-2.1	1.8
Cc1ccsc1C(=O)OCC(=O)NCC1CCCO1 (stereo unspecified)	3.6	4.0	-2.0	12.2	5.5	2.4	0.8	29.6	10.9
COc1ccc(NS(=O)(=O)c2ccc3c(c2)N(C(C)=O)CC(C)S3)c(OC)c1 (stereo unspecified)	-2.3	5.1	5.4	-3.7	4.0	-3.0	-1.7	-4.0	7.2
N#CC(c1ccc(Cl)cc1)(c1ncc(C(F)(F)F)cc1Cl)N1CCOCC1 (stereo unspecified)	4.1	-0.6	0.3	-2.5	2.3	0.9	-1.3	4.8	5.7
COc1ccc(N(CC(=O)N2CCN(C)CC2)S(=O)(=O)c2cc(C)ccc2OC)cc1Cl	-2.4	12.0	1.2	1.2	-1.5	-2.9	-5.4	-1.8	-3.9
COc1ccc(N2CCN(CC(=O)c3c[nH]c4ccccc34)CC2)cc1	-2.2	14.8	0.5	4.4	1.5	3.4	-2.7	21.6	1.1
C/C(=N\NC(=O)c1cc(-c2cccc([N+](=O)[O-])c2)n[nH]1)c1ccccc1O	-2.0	26.4*	18.8	-5.3	-14.7	6.4	-25.3	11.3	6.0
CC(=O)c1cc(-c2ccccc2)n(CCC(=O)NC2CCC(C)CC2)c1C (stereo unspecified)	0.3	5.5	10.9	0.0	1.8	-0.9	0.7	-0.7	-0.8
COc1ccccc1NC(=O)C1CCCCN1S(=O)(=O)c1ccc(F)cc1 (stereo unspecified)	-1.8	3.5	-1.5	0.9	-3.0	-3.9	-4.1	-2.6	0.3
CCCC(=O)Nc1c(-c2ccccc2)c(=O)c(C)nn1-c1ccc(Cl)cc1	0.1	7.7	-1.7	0.9	2.0	2.6	0.6	14.4	1.9
CCCCCc1cc(=O)oc2c(C(CCN3CCCCC3)c3ccc(OC)cc3)c(OC)cc(OC)c12 (stereo unspecified)	-3.5	9.5	2.0	2.2	-6.0	2.8	-1.3	15.9	-2.7
CCn1c(COc2ccc(=O)n(-c3ccccc3)n2)nnc1SC	2.1	0.6	6.1	-5.8	10.3	0.3	0.5	15.8	8.9
O=C(c1nc2ccccn2c1CNCCCn1ncc2ccccc21)N1CCOCC1	1.0	5.0	0.4	-6.7	-2.6	-2.0	-3.0	3.9	4.2
Cc1cc(NC(=O)COC(=O)C2CCN(C(=O)c3ccc(Cl)cc3)CC2)no1	0.0	3.5	11.1	-4.2	4.4	3.1	2.3	19.6	2.7
Nc1nnnn1/N=C/c1cccs1	-1.5	1.8	1.9	-6.3	5.5	3.5	-1.4	6.5	3.8
O=C(Nc1ccon1)Nc1cccc(Cl)c1Cl	-1.1	3.7	0.7	-6.3	-8.5	-2.1	-7.0	-5.2	-3.3
Cc1ccc(NC(=O)N2CCN(C)CC2)cc1NC(=O)N1CCN(C)CC1	4.6	4.8	6.0	-8.0	0.3	0.0	3.0	3.8	2.6
Cc1cc(C)nc(NS(=O)(=O)c2ccc(NC(=O)CSc3ncn[nH]3)cc2)n1	-3.7	13.6	5.2	1.6	0.5	9.2	-1.9	8.3	13.0
CCCCN(C(=O)Cn1ncc(Cl)c(Cl)c1=O)c1c(N)n(CC(C)C)c(=O)[nH]c1=O	2.3	1.2	18.7	3.2	-2.2	-3.8	-0.5	2.4	-0.3
COc1ccc(CN2C(=O)c3ccccc3C2=O)cc1C(=O)Nc1ccccc1N1CCOCC1	2.7	0.3	5.1	-1.2	1.2	-3.9	1.3	-10.5	8.9
CCn1c(SCC(=O)N2CCC(C)CC2)nnc1-c1ccc(S(=O)(=O)N2CCN(C)CC2)cc1	-2.9	13.4	-3.0	1.1	4.5	-6.2	3.4	3.3	2.9

(continued)
SMILES	PAD4 FP inh	PAFAH1B3 FP inh	pPAFAH FP inh	PAFAH2 FP inh	LYPLA2 inh	PAFAH1B2 inh	LYPLA1 counter	PREPL inh	GSTO1 counter
CC(C)(C)c1cc[n+](C2=C([O-])c3ccccc3C(=O)/C2=N\S(=O)(=O)c2ccccc2)cc1	-3.0	·	0.0	·	-5.5	·	-1.2	8.8	86.5*
Cn1cc2ccc([N+](=O)[O-])cc2n1	-2.2	1.0	2.2	-5.0	-4.3	4.0	-2.4	0.6	10.7
CCOC(=O)c1cccc(NC(=O)C2CCN(c3ncnc4c3nc3n4CCCCC3)CC2)c1	2.4	3.9	-3.7	-2.2	-9.2	2.0	-4.2	6.7	-9.5
O=S(=O)(c1c(F)cccc1F)N1CCN(C(=S)NCc2ccc3c(c2)OCO3)CC1	1.4	2.0	-1.5	-2.7	3.2	8.3	2.2	23.2	17.9

From PubChem BioAssay
